# PRMT1 FP inh = inhibitors of human PRMT1; hit rate 1.3% among 370,000; inhibition, % at 2.79 µM; AID 652257; recombinant PRMT1, activity-based probe fluorescence polarization;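 active = inhibition above about 21% made by adding two undisclosed values, limit read from the data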
# UHRF1 MBD2 ctr = UHRF1 methyl-DNA binding inhibition. Q96T88. inhibition, % at 4.4 µM. UHRF1 binding to methylated oligo, TR-FRET. AID 687016. hit rate 0.75% among 370,000; in the data active = inhibition above about 21%;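 also: UHRF1 SRA domain binding a hemimethylated CpG hairpin DNA probe; 0% = median of test compound wells and 100% = reference inhibitor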
# mABHD4 FP = ABHD4 (mouse) inhibition, primary FP screen; Q8VD66; purified mABHD4, FP-Rh probe fluorescence polarization; inhibition, % at 8.92 µM; hit rate 0.54% among 370,000;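 active = inhibition exceeding the mean over every tested compound plus 3 SD, cut at about 30% in these data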;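 also: 0% = plate median of compound wells and 100% = S159A mutant with DMSO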
# Target sequence (Q8VD66 whole entry, looked up): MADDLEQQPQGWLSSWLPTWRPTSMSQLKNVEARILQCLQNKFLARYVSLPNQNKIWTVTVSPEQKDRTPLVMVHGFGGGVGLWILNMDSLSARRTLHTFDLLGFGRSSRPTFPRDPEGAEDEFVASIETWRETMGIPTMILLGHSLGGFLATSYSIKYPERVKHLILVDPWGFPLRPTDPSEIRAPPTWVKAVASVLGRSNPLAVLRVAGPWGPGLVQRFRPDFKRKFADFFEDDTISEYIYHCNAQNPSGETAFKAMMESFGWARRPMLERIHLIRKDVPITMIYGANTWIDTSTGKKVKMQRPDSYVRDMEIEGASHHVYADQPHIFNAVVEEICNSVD
#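 system = mouse ABHD4 enzyme, wild type | medium = HEPES pH 7.0, NaCl, Pluronic buffer | also added = FP-Rh probe | incubation = Enzyme–compound pre-incubation 45 min, then probe 60 min, both 25 °C | technique = fluorescence polarization, excitation 525 nm, emission 598 nm, BODIPY TMR filters | controls = S159A mutant high control, sample median low control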
# HTRA1 inhibitor = HTRA1 (human) protease inhibition; Q92743; recombinant HTRA1, FP-rhodamine activity-based probe, fluorescence polarization; hit rate 0.5% among 340,000; inhibition, % at 5.96 µM; in the data active = inhibition above about 36%;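 also: 0% = enzyme with DMSO and 100% = wells lacking enzyme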
# SIAE inh = inhibitors of human sialic acid acetylesterase SIAE | Q9HAT2 | SIAE FP-Rh probe binding, fluorescence polarization | inhibition, % at 9.66 µM | hit rate 0.69% among 370,000;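 active = inhibition above a cutoff: mean of compounds within the control limits plus 3 SD of those, cut at about 17% in these data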;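 also: 0% = plate median of compound wells and 100% = probe without SIAE protein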
# rCAG binder = binds r(CAG) RNA repeats; hit rate 1.3% among 370,000; AID 651821; inhibition, % at 3 µM; r(CAG) RNA repeat, TO-PRO-1 dye displacement fluorescence;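 active = inhibition above the plate cutoff, the mean of all test compounds on that plate plus 3 SD, cut at about 35% in these data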;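 also: 0% = DMSO alone and 100% = 100 µM mitoxantrone as full dye displacement; higher means more dye released from RNA so lower well fluorescence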
# MBD2 inh = blocks human MBD2 binding to methylated DNA | TR-FRET, MBD2 binding to methylated oligonucleotide | inhibition, % at 4.4 µM | hit rate 0.31% among 370,000; in the data active = inhibition above about 13%
# Target sequence (Q9UBB5 whole entry, looked up): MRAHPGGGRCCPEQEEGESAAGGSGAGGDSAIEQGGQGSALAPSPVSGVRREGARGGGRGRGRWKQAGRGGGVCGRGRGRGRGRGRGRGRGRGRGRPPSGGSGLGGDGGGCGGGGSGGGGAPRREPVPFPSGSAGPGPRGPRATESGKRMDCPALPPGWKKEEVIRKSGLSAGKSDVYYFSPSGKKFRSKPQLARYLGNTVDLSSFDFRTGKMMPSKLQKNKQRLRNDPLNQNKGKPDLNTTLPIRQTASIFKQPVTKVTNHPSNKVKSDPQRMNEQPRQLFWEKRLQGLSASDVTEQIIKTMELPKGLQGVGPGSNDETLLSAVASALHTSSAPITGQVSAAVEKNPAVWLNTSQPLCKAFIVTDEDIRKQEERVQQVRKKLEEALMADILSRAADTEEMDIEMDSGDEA
# GC-A act = GC-A (human) enzyme activation; activation, % at 10 µM; HEK293 GC-A cells, cGMP TR-FRET, EC30 ANP; 0% at EC30 ANP, 100% saturating ANP; hit rate 0.14% among 370,000; AID 1671463; in the data active = activation above about 40%
# TCR CD3 inh = blocks the human TCR-CD3 interaction. TAMRA-labeled TCR probe fluorescence, biochemical. inhibition, % at 9.4 µM. hit rate 0.37% among 360,000. AID 651800; in the data active = inhibition above about 19%;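 also: recombinant mutant TCR 2C K166C tagged with TAMRA read by polarization; 0% = receptor in buffer alone and 100% = receptor with positive control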
# NPR2 activator = GC-B (human) receptor activation; hit rate 0.11% among 370,000; HEK293-GC-B cells, CNP EC30, cGMP TR-FRET; 0% at EC30 CNP, 100% saturating CNP; P20594; activation, % at 10 µM; AID 1920062;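 active = activation at 10 µM reaching about 35% in either raw or pattern-adjusted values, limit read from the data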
# An asterisk follows results filed as active; / = not tested or not shown. A portion of the library; count on the stated rates, not on these rows.
smiles	PRMT1 FP inh	UHRF1 MBD2 ctr	mABHD4 FP	HTRA1 inhibitor	SIAE inh	rCAG binder	MBD2 inh	GC-A act	TCR CD3 inh	NPR2 activator
CCOC(=O)c1c(NC(=O)Nc2ccc(F)cc2)sc2c1CCN(C)C2	-1	2	10	-21	0	-4	5	4	6	-11
Cc1ccc(NC(=O)CCc2ccccc2)cc1C	2	-3	-2	0	-11	1	-1	2	0	5
CCn1c(=S)sc2c(=O)n(CC(=O)Nc3ccc(OC)c(Cl)c3)c(C)nc21	0	-1	2	-4	1	8	1	7	5	-2
COC(=O)C(=Cc1ccc(OCc2ccc([N+](=O)[O-])cc2)c(OC)c1)C(=O)OC	-1	1	3	-3	1	2	-1	6	9	13
CC1CN(C(=O)c2cc3cc([N+](=O)[O-])ccc3oc2=O)CC(C)O1 (stereo not given)	1	-2	3	3	-1	2	1	-2	3	0
CC(C)Cn1c(N)c(C(=O)COC(=O)c2nccnc2N)c(=O)n(C)c1=O	1	0	-1	2	3	1	-5	-3	5	2
O=C(NC(Cc1ccccc1)C(=O)N1CCN(c2ccccn2)CC1)c1ccco1 (stereo not given)	-1	-2	-3	0	8	0	0	0	-2	6
CC(=O)c1c(C)[nH]c(C(=O)COC(=O)CN(C)S(=O)(=O)c2ccc(Cl)cc2)c1C	3	0	-2	-3	-6	2	-2	0	-1	1
O=C(Nc1ccc(S(=O)(=O)N2CCOCC2)cc1)c1cc(-c2ccccc2O)n[nH]1	0	-1	-37	-18	-15	35*	3	-4	-5	-2
COCCC(=O)N1CCC(Oc2ccc(C(=O)N3CCCC(OC)C3)cc2)CC1 (stereo not given)	0	0	-5	-1	-3	-6	-3	3	3	0
COc1ccc(-c2cc(NC=O)c3ncc(-c4ccc(C(C)=O)cc4)n3c2)cc1OC	-2	-3	-13	/	-17	12	-2	15	-3	26
COc1ccccc1-c1csc(C(NC(C)=O)c2ccccc2)n1 (stereo not given)	8	0	4	/	5	0	3	-9	-5	-2
COC(=O)[C@@]1(Cc2ccc(OC)cc2)[C@H]2c3cc(C(=O)N4CCCC4)n(Cc4c(CO)[nH]cc(C)c4=O)c3C[C@H]2CN1C(=O)c1ccccc1	1	0	-1	/	4	9	1	-3	3	5
CN(Cc1ccccc1)C(=O)C1CCCN1S(=O)(=O)c1ccc2c(c1)n(C)c(=O)c(=O)n2C (stereo not given)	0	-1	2	-3	-1	-5	2	1	-1	-1
CCCCN(C(=O)CSCC(=O)Nc1ccc(OC)cc1)c1c(N)n(CC(C)C)c(=O)[nH]c1=O	2	1	-9	-5	-12	0	-1	4	8	-3
O=C(O)c1cc(N/N=C/c2cccc3ccccc23)ccc1Cl	3	1	9	0	16	12	-1	2	-4	4
CC(C)CC(=O)NC(NC(=S)Nc1ccccc1)C(Cl)(Cl)Cl (stereo not given)	3	-2	-6	-7	0	5	-3	0	-5	8
CCOC(=O)c1nnn2c1nc(N1CCOCC1)c1ccccc12	0	1	1	/	1	-1	-2	1	-8	6
COC(=O)CCC(=O)N1CCOCCOCCN(C(=O)CCC(=O)OC)CCOCCOCC1	1	0	5	2	-6	0	0	0	5	2
CCOC(=O)C1=C(CC)OC(N)=C(C#N)C1c1ccc(OC)c(OC)c1OC (stereo not given)	4	-4	6	-9	2	-2	0	-7	-2	5
CCOc1ccc(C(=O)NN2CCOCC2)cc1	0	0	-5	0	-4	2	4	1	1	3
COc1ccc(CNC(=O)CN2C(=O)c3ccc([N+](=O)[O-])cc3C2=O)cc1	6	-1	2	9	-1	2	-1	3	-1	3
CCCCc1nnc(SCCSc2nnc(CCCC)n2N)n1N	3	7	-7	-1	-8	2	8	3	-8	2
COc1cc(-c2noc(C)c2C(=O)NCCCN2CCCC2=O)cc(OC)c1OC	-2	0	0	3	-2	0	3	0	-2	8
Cc1n[nH]c(C)c1Sc1ccccc1[N+](=O)[O-]	6	0	-2	-28	-5	-3	3	-2	-5	-6
CC1Cc2ccccc2N1C(=S)NC(=O)c1ccc(Cl)cc1Cl (stereo not given)	-3	2	6	0	-2	13	1	-2	3	-4
COc1cc(O)c(C(C)=O)cc1OC	3	4	-12	5	3	4	10	-2	-3	-3
Cn1c(SCC(=O)N2CCCc3ccccc32)nnc1-c1c[nH]c2ccccc12	1	1	-1	0	-6	-3	-2	-9	2	2
OCC1(Cc2cccc(Cl)c2)CCCN(Cc2ccc3cc(F)ccc3n2)C1 (stereo not given)	1	0	-5	-29	-1	0	-3	-9	2	-11
COc1cccc(C2=NOC(C(=O)NCCN3CCOCC3)C2)c1 (stereo not given)	-2	-4	3	1	4	1	-4	4	-4	0
O=C(COC(=O)/C=C/c1cccc(C(F)(F)F)c1)NC(=O)NC1CCCC1	4	1	3	-3	-4	-1	3	-4	-2	0
Cc1cc2nsnc2c(S(=O)(=O)NCC(=O)O)c1C	7	1	-4	-2	-6	-1	1	3	-2	4
Cc1ccc(C)c(S(=O)(=O)NNC(=O)Nc2ccccc2Cl)c1	4	0	-1	-5	6	0	0	-3	-1	1
O=[N+]([O-])c1cccc(-c2ccc(CN3CCCCC3)o2)c1	1	-5	1	-3	11	-4	-3	2	-8	4
CCN1C[C@@H]2[C@@H]3C(=O)N(C)C(=O)[C@@H]3[C@](CC)(C1=O)N2C(=O)c1ccc(C(C)(C)C)cc1	-5	-1	-4	-1	5	-7	-5	-1	2	4
Cc1ccc(N(C(=O)CNC(=O)c2ccco2)C(C(=O)NC2CCCC2)c2ccncc2)cc1F (stereo not given)	-4	0	-4	-1	7	-5	-3	0	3	0
CCCn1cnc2sc(CC)cc2c1=O	1	0	5	-2	5	-1	0	-3	-7	-1
O=C(Cn1c(=O)oc2ccccc21)NCC1COc2ccccc2O1 (stereo not given)	0	-2	0	1	3	2	-3	3	9	1
O=C(Nc1cccc(S(=O)(=O)c2cccc(NC(=O)C3CC3)c2)c1)C1CC1	-2	-1	-3	-17	-17	-1	1	-3	1	-1
CCCNC(=O)c1ccc2c(=O)c(O)c(-c3ccc(C)cc3)[nH]c2c1	-2	-2	12	7	0	3	2	26	1	-7
Cc1ccc([C@H]2N[C@]3(CCCN(Cc4ccccc4)C3=O)[C@H]3C(=O)N(C)C(=O)[C@@H]23)cc1	3	0	2	1	-9	-1	-1	3	1	1
O=C(COC(=O)CCc1ccc(S(=O)(=O)N2CCCCC2)cc1)Nc1cccc2ccccc12	-3	2	-3	-17	-7	5	-2	-4	0	-6
CCCCn1c(SCc2cccnc2)nc2c1c(=O)n(C)c(=O)n2C	1	3	2	7	-4	-3	6	7	1	2
CCN(CC)C(=O)CN(c1ccc(Cl)cc1)S(=O)(=O)c1ccccc1	-4	-2	2	-1	3	-6	-5	-22	4	-8
Cc1ccc(CSc2nc3ncccc3[nH]2)cc1	-3	0	-7	-3	-6	0	-1	0	-4	4
COc1ccc(S(=O)(=O)NCC(c2cccs2)N2CCc3ccccc3C2)cc1 (stereo not given)	1	-1	-11	-21	-5	-4	-3	-15	6	-12
COC(=O)c1sc2ccccc2c1-n1cccc1C(=O)C(=O)Nc1ccc(Cl)cc1	3	5	-39	-34	-12	7	0	-3	-1	-1
CCOC(=O)C1(CCOc2ccccc2)CCN(S(=O)(=O)N(C)C)CC1	-4	-1	1	0	-4	-8	2	-2	0	0
Fc1ccccc1N1CCN(Cc2nc(-c3ccccc3)no2)CC1	-2	3	0	-6	-1	-5	-1	3	-3	-4
Cc1ccc2nc(N3CCOCC3)c(C=O)cc2c1	-2	-2	-4	-7	1	0	1	-3	6	4
COC(=O)c1ccc(-c2sc3nc(N4CCOCC4)c4c(c3c2N)CCCC4)o1	4	-4	9	/	4	6	-2	24	-3	14
Cc1ccccc1-n1c(=O)c2ccccc2n2cnnc12	-3	4	-3	6	-7	-2	-7	2	-4	-8
Cc1ccccc1CCNC(=O)C1CCC(=O)N(C2CCCCCC2)C1 (stereo not given)	3	3	-1	6	-9	-10	7	1	0	-2
CCOC(=O)C1=C(CSCC(=O)OC)NC(=O)NC1c1cc(C)ccc1C (stereo not given)	3	3	4	-2	0	1	-4	-17	2	-13
COc1cc(C(=O)OC(C)C(=O)NC(=O)NC2CCCCC2)ccc1OC(F)F (stereo not given)	1	2	-10	15	-6	0	-9	-2	6	0
CC(C)c1ccc(NC(=O)CSc2n[nH]c(=O)n2C2CC2)cc1	-2	-2	8	4	0	-2	1	2	-3	3
CCN(CC(=O)Nc1cc(C)on1)CC(=O)Nc1ccccc1C(F)(F)F	1	2	4	1	-1	-2	-1	-1	-1	7
COc1ccc(C(CNC(=O)Nc2ccccc2)N2CCN(C)CC2)cc1 (stereo not given)	-4	-1	-6	0	-1	0	-3	1	1	-5
CCOC(=O)C1=C(COC(=O)COc2ccc(C(C)=O)cc2)NC(=O)NC1C (stereo not given)	5	0	-2	0	4	-5	-4	0	-4	-5
O=C(O)c1cccnc1SC1CC(=O)N(c2cccc(C(F)(F)F)c2)C1=O (stereo not given)	2	3	4	-6	-1	3	-4	-1	3	0

# Next section.
smiles	PRMT1 FP inh	UHRF1 MBD2 ctr	mABHD4 FP	HTRA1 inhibitor	SIAE inh	rCAG binder	MBD2 inh	GC-A act	TCR CD3 inh	NPR2 activator
O=C(COn1nnc2ccccc21)N1CCN(Cc2ccccc2)CC1	-3	2	-4	2	-6	-5	1	-1	2	1
COCCCN1C(=O)c2ccc(C(=O)Nc3ccccc3Cl)cc2C1=O	-2	1	3	-3	2	-5	1	7	0	-3
CCn1c(SCC(=O)OCc2ccccc2)nnc1-c1ccco1	3	3	1	4	5	-5	1	-3	9	-3
Cc1ccc[n+](CC(=O)c2cc3ccccc3oc2=O)c1	1	3	3	-13	4	2	2	1	-4	-7
Cc1ccccc1CNC(=O)CCC(=O)N1CCOc2ccc(Cl)cc21	-4	1	-4	-1	-3	2	-2	0	-1	-19
Cc1ccc(C)c(N(CC(=O)NC2CCCC2)S(=O)(=O)c2ccccc2)c1	-2	0	1	-2	-10	-5	0	-10	10	-12
COc1ccc(CCNC(=O)CNS(=O)(=O)c2ccc(N(C)C)c([N+](=O)[O-])c2)cc1OC	5	-1	1	7	5	3	-2	0	-5	1
COC(=O)c1ccc(NC(=O)c2cc(Cl)ccc2OC)cc1	0	0	3	0	0	2	-4	2	3	-1
CCOc1ccccc1C(=O)n1nc2nc(C)cc(C)c2c1N	-2	-1	-2	-1	-4	0	1	0	4	1
CC(CCc1ccc(O)cc1)NC(c1ccccc1)c1ccc(Cl)cc1 (stereo not given)	-2	-2	-26	-22	1	-1	-3	-29	6	-15
COc1ccc(NS(=O)(=O)c2ccc(O)c([N+](=O)[O-])c2)cc1S(=O)(=O)N1CCCCC1	1	-1	9	1	4	8	1	1	1	3

# Record cards, from the list above. Order of values: PRMT1 FP inh, UHRF1 MBD2 ctr, mABHD4 FP, HTRA1 inhibitor, SIAE inh, rCAG binder, MBD2 inh, GC-A act, TCR CD3 inh, NPR2 activator
# Results for COC(=O)c1ccc(NC(=O)c2cc(Cl)ccc2OC)cc1 → 0, 0, 3, 0, 0, 2, -4, 2, 3, -1
# Results for OCC1(Cc2cccc(Cl)c2)CCCN(Cc2ccc3cc(F)ccc3n2)C1 (stereo not given) → 1, 0, -5, -29, -1, 0, -3, -9, 2, -11
# Results for COC(=O)CCC(=O)N1CCOCCOCCN(C(=O)CCC(=O)OC)CCOCCOCC1 → 1, 0, 5, 2, -6, 0, 0, 0, 5, 2
